GLP1R ag: qHTS of GLP-1 Receptor Agonists; Glucagon-like peptide 1 receptor (Homo sapiens), P43220; Potency, µM (series often up to 45.6 µM), for the others: top-dose activation, hits mostly activators; hit rate 0.007% among 380,000; HEK293 GLP-1R CRE-luciferase, luminescence, 4-6 h; cells express a hypersensitive GLP-1R form; AID 624172, 2012; also: % of control where 0% means no effect
Target sequence (P43220 whole entry, looked up): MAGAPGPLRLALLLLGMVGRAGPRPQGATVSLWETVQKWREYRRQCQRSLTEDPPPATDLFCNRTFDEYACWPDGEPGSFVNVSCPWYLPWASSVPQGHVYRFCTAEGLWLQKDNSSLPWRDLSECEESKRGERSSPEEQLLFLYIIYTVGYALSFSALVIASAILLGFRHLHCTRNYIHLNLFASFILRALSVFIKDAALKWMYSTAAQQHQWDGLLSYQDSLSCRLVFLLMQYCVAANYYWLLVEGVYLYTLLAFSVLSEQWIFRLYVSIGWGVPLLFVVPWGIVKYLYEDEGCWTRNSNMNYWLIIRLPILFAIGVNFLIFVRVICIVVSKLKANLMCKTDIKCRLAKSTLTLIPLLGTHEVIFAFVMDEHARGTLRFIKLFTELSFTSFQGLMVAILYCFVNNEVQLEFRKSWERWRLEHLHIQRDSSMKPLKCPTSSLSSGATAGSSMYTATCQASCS
HT1080 IDH1KD tx: qHTS for induction of synthetic lethality in tumor cells producing 2HG: qHTS for the HT-1080-IDH1KD cell line. AID 686971, 2013. hit rate 2% among 360,000. HT-1080 IDH1 knockdown viability, ATP luminescence, 48 h. Potency, µM (highest dose often 46.1 µM), for the others: at the highest dose activity, negative = toxicity, hits mostly cytotoxic;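 also: 0% = DMSO wells and -100% = cell-free medium wells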
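IDH1KD HT-1080 cells, 750/well, RPMI + 5% FBS; compound pinned after 2 h settling; 48 h, 37 °C; CellTiter-Glo luminescence; % activity normalised to DMSO and no-cell wells; curves fitted, classed by r2 and efficacy.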
KB-3-1 cytotox: qHTS assay for MDR1-selective chemotherapeutics: Primary screen using the parental adenocarcinoma cell KB-3-1; KB-3-1 viability, CellTiter-Glo ATP luminescence, 72 h; Potency, µM (doses to about 46.1 µM), inactives show at the top dose activity change, negative = cytotoxic, actives largely listed as cytotoxic; hit rate 1.4% among 400,000; AID 1347075, 2019; also: % is scaled to controls: 0 for no effect and ±100 for the full control effect; nearly all actives have a fitted effect of over 60% in size
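Parental KB-3-1 viability, qHTS format: 72 h compound exposure, 37 °C; CellTiter-Glo; media-only wells and DMSO plates as controls; concentration-effect fits on corrected data.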
TDP-43 yeast inh: qHTS of TDP-43 Inhibitors; hit rate 1.8% among 410,000; Potency, µM (highest dose often 46.1 µM), for the others: top-dose growth rescue (activation), most hits filed as activators; TDP-43 expressing yeast growth rescue, BacTiter-Glo, 24 h; AID 652104, 2013; also: % of control where 0% means no effect; nearly all actives have a fitted effect of over 50% in size
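Luminescence from BacTiter-Glo reports growth of TDP-43-expressing yeast after 24 hr at 30 deg C with compound. Cells were raffinose-pregrown to mid-log, then seeded in galactose medium at OD600=0.02.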
GLP1R inv ag: qHTS of GLP-1 Receptor Inverse Agonists (Inhibition Mode). HEK293 GLP-1R CRE-luciferase, luminescence, 24 h; GLP-1R form is constitutively active. AID 624417, 2012. hit rate 1.6% among 410,000. Potency, µM (highest dose often 38.3 µM), without a hit: at the highest dose activity change, negative = inhibition, usual class: inhibitors; also: % is scaled to controls: 0 for no effect and ±100 for the full control effect; nearly all actives have a fitted effect of over 55% in size
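qHTS in 1536-well format: reporter HEK293 cells expressing constitutive GLP-1R activity in DMEM + 10% Nu serum, 24 hr with compounds at 37 deg C, luminescence read after 12 min with detection reagent.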
HT1080NT lethal: qHTS for induction of synthetic lethality in tumor cells producing 2HG: qHTS for the HT-1080-NT fibrosarcoma cell line; Potency, µM (highest dose often 46.1 µM), without a hit: at the top dose activity, negative = less viability, most hits filed as cytotoxic; hit rate 1.6% among 360,000; HT-1080-NT fibrosarcoma viability, CellTiter-Glo ATP luminescence, 48 h;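 also: NT is the 2HG producing partner of a matched IDH1 knockdown line; 0% = DMSO-treated cells and -100% = media-only wells without cells; nearly all actives have a fitted effect of over 55% in size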
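HT-1080-NT fibrosarcoma cells (2HG-overproducing), 750 cells/well in RPMI with 5% FBS, dosed after 2 h and incubated 48 h at 37C. CellTiter-Glo luminescence normalized to DMSO and no-cell wells; concentration-response curves fitted and classed.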
GLP1R cytotox: qHTS of GLP-1 Receptor Inverse Agonists: Cytotox Screen. HEK293 cAMP-luciferase reporter cells, luminescence, 24 h. Potency, µM (highest dose often 38.3 µM), inactives show at the top dose activity change, negative = inhibition, hits mostly inhibitors. hit rate 0.13% among 410,000. AID 624418, 2012;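 also: loss of luciferase light is scored as toxicity; % is scaled to controls: 0 for no effect and ±100 for the full control effect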
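Step one: seed cells (200 cells/uL, DMEM with 10% Nu serum, 1% pen-strep). Step two: 12-hour incubation at 37 deg C. Step three: pin 23 nL compound, incubate 24 hr. Step four: add luciferase reagent, read luminescence 12 min later.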
SW480 rerep: A quantitative high throughput screen for small molecules that induce DNA re-replication in SW480 colon adenocarcinoma cells. SW480 DNA re-replication, Hoechst DNA content imaging, 48 h. Potency, µM (titrated, usually from 46.1 µM), for inactives: top-dose re-replication activation, usual class: activators. hit rate 1.8% among 340,000. AID 624297, 2012; also: % of control where 0% means no effect; nearly all actives have a fitted effect of over 55% in size
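Hoechst fluorescence of nuclei (405 nm excitation, 500-530 nm emission) measured by plate-scanning imager after 48 hr compound exposure at 37 C; re-replication scored as increased number of nuclei with elevated intensity.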
KB-V1 cytotox: qHTS assay for MDR1-selective chemotherapeutics: Primary screen using the drug-selected MDR subline cells KB-V1. KB-V1 MDR cells viability, CellTiter-Glo, 72 h. Potency, µM (top dose mostly 46.1 µM), for inactives: at the highest dose activity change, negative = cytotoxicity, most hits filed as cytotoxic. hit rate 3.4% among 400,000. AID 1347076, 2019; also: % is scaled to controls: 0 for no effect and ±100 for the full control effect; nearly all actives have a fitted effect of over 60% in size
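KB-V1 MDR subline cells in DMEM (phenol-red free, 10% FBS) exposed to compounds in qHTS concentration series for 72 h at 37 degrees C. Viability read by CellTiter-Glo luminescence; concentration-effect curves fitted after normalization and correction.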
* hit, by the source's call; ? = inconclusive; nt = not tested or not shown; [ ] = another dose, or the depositor's remark. Calls follow the shape of the dose curve; as a rule, active = well fitted curve in the direction sought with a large enough effect; inconclusive = small, poorly fitted or top-dose-only effect, or another doubt; inactive = no such curve, though single readings can be large; an effect the other way counts as inactive or inconclusive. Potency is read from the fitted curve at half-maximal effect.

Molecule,GLP1R ag,HT1080 IDH1KD tx,KB-3-1 cytotox,TDP-43 yeast inh,GLP1R inv ag,HT1080NT lethal,GLP1R cytotox,SW480 rerep,KB-V1 cytotox
C=CCn1c(SCC(=O)NC2CCCC2)nnc1-c1ccccn1,0.5%,-3.1%,-0.9%,-12.5%,11.2%,-4.7%,0.5%,0.1%,-13.7%
Cc1cc(NC(=O)CSc2nncn2N)no1,3.9%,6.2%,-2.6%,-4.3%,9.5%,-2.7%,11.8%,-16.4%,4.6%
COc1ccccc1C(C)NC(=O)Cc1ccc(S(=O)(=O)N2CCOCC2)s1 (stereo not drawn),-1.6%,4.3%,6.8%,18.6%,-2.0%,4.1%,9.1%,-0.4%,-1.2%
O=c1c2cc(NC(=S)NC3CCCCC3)ccc2nc2n1CCCCC2,14.0%,-12.8%,-24.1%,5.7%,?,-15.8%,-12.9%,-8.6%,?
Cc1cccc(NC(=O)CCCn2c(C)c3cnn(-c4ccccc4)c(=O)c3c2C)c1C,nt,nt,3.8%,16.7%,-24.2%,nt,-0.6%,nt,-1.5%
O=C(O)COc1ccc(-c2nccc(-c3ccccn3)n2)cc1,2.4%,-3.3%,-2.8%,5.9%,13.8%,7.5%,1.0%,20.0%,?
CCCCOc1c(Br)cc(CNCCCN2CCOCC2)cc1OC,-12.7%,?,-7.5%,-2.7%,?,-27.8%,8.4%,?,?
COc1cccc(/C=N/NC(=O)C(=O)Nc2ccccc2OC(F)(F)C(F)F)c1,0.9%,-3.3%,0.6%,?,6.8%,-2.5%,5.8%,-1.8%,0.0%
COc1cccc(C(c2c(O)cc(C)n(Cc3ccco3)c2=O)N2CCN(c3ccccc3)CC2)c1 (stereo not drawn),nt,nt,3.0%,16.2%,-28.3%,nt,4.6%,nt,10.6%
Cn1cc(S(=O)(=O)N2CCOCC2)cc1C(=O)Nc1cccc(Cl)c1,8.6%,-6.8%,2.4%,10.1%,-4.8%,16.7%,0.0%,-1.6%,16.7%
O=C(CSc1nc2ccc(Cl)cc2[nH]1)NC1CCCc2ccccc21 (stereo not drawn),16.1%,?,0.0%,-36.0%[inhibitor],8.91µM*,-20.5%,-17.9%,4.4%,-7.6%
C=CCOC(=O)Cn1cnc2c(sc3nc(C)cc(C)c32)c1=O,27.9%,-11.6%,-0.1%,24.4%,24.7%,-12.0%,-8.7%,-6.1%,-22.8%
O=C(O)c1ccc(S(=O)(=O)N2CCSCC2)cc1,3.3%,-0.9%,-5.4%,-5.9%,-15.5%,8.2%,3.3%,-4.1%,-2.3%
Cc1cccc(C)c1NC(=O)CN(C)CCc1ccccc1,-6.8%,-1.1%,0.1%,19.7%,?,5.0%,1.4%,nt,2.1%
CCOc1ccc2c(c1)c1nnc(SCC(=O)N3CCCCC3C)nc1n2C (stereo not drawn),7.4%,3.1%,-0.4%,10.1%,15.7%,1.2%,61.3%,-0.5%,-25.5%
CCOC(=O)C1=C(c2ccccc2)OC(N)=C(C#N)C1c1ccco1 (stereo not drawn),7.0%,0.9%,1.1%,-12.5%,0.0%,7.4%,-0.8%,-5.8%,29.9%
CCN(CC)CCNC(=O)c1cc2cc3ccc(OC)cc3nc2o1,4.3%,-1.6%,-0.5%,-14.8%,-28.1%,-2.3%,0.1%,49.5%,-8.7%
CC1CC(C)(C)NC(=S)N1CCCC(=O)Nc1ccc2c(c1)OCCO2 (stereo not drawn),7.3%,12.5%,11.6%,-4.8%[9.22 µM],-12.9%,7.7%,1.0%,-11.8%,-13.7%
O=C(COC(=O)c1cccc(Cl)c1)Nc1cccc(S(=O)(=O)NC2=NCCC2)c1,-4.6%,-0.6%,4.1%,11.6%,2.6%,3.9%,1.0%,7.6%,0.0%
C[C@@H]1CN(C2CCN(Cc3nc(C(c4ccccc4)c4ccccc4)no3)CC2)C[C@H](C)O1,-1.4%,-16.4%,-19.5%,-7.4%,?,-8.4%,-1.8%,14.0%,-12.1%
C/C(=N/OCC(=O)Nc1ccccc1)c1cccs1,0.1%,15.9%,7.2%,16.8%,2.6%,18.2%,20.9%,-5.4%,0.4%
O=C1N=C(N2CCN(Cc3ccccc3)CC2)S/C1=C/c1cccs1,25.7%,14.1%,8.9%,-25.9%,16.4%,0.4%,-29.9%,3.9%,?
CCn1c(=O)c2c(nc3n2CC(C)CN3CCc2ccccc2)n(C)c1=O (stereo not drawn),25.1%,1.5%,-0.5%,?,-5.3%,-15.0%,5.3%,3.7%,?
C[C@H]1Cn2cnc(C(=O)N[C@@H](Cc3c[nH]c4ccccc34)C(=O)OC(C)(C)C)c2C(=O)N1,1.7%,12.4%,14.2%,8.9%,6.4%,15.4%,3.9%,nt,-0.8%

Limited to TDP-43 yeast inh, KB-V1 cytotox and SW480 rerep, for 2 of the compounds above:
SMILES | TDP-43 yeast inh | KB-V1 cytotox | SW480 rerep
Cc1cccc(C)c1NC(=O)CN(C)CCc1ccccc1 | 19.7% | 2.1% | nt
CCOc1ccc2c(c1)c1nnc(SCC(=O)N3CCCCC3C)nc1n2C (stereo not drawn) | 10.1% | -25.5% | -0.5%

(list continues)
Molecule,GLP1R ag,HT1080 IDH1KD tx,KB-3-1 cytotox,TDP-43 yeast inh,GLP1R inv ag,HT1080NT lethal,GLP1R cytotox,SW480 rerep,KB-V1 cytotox
COc1cccc(/C=N/NC(=O)CNC(=O)c2ccc3c(c2)OCCO3)c1O,-5.6%,?,?,-12.5%,?,?,-9.8%,?,-41.3%
C(=N\N1CCOCC1)/c1ccsc1,6.3%,9.1%,6.7%,11.0%,-4.1%,3.3%,-5.2%,-3.5%,11.3%
O=C(O)/C=C/C(=O)Nc1ccc(OC(F)(F)Cl)cc1,6.1%,8.2%,-0.9%,-19.8%,2.6%,14.8%,0.1%,-0.5%,-11.3%
Cn1c(N)c(C(=O)COC(=O)c2ccc(OC(F)F)cc2)c(=O)n(C)c1=O,-6.0%,0.0%,-5.2%,12.4%,-5.0%,-0.4%,1.7%,-3.4%,8.9%
O=C(/C=C\c1ccco1)Nc1nc(-c2ccc3ccccc3c2)cs1,-36.7%[inhibitor],-25.8%,-2.3%,-8.8%,?,-14.7%,12.8%,4.2%,?
C[C@H]1CN([C@@H](C)CO)C(=O)c2cccc(NC(=O)C3CC3)c2O[C@H]1CN(C)Cc1ccc(C(F)(F)F)cc1,-1.0%,-4.6%,-8.2%,-6.1%,-2.4%,-2.9%,-7.4%,-4.3%,4.1%
O=C(O)c1cc(O)c2c(c1)[C@@H]([C@H]1c3cc(C(=O)O)cc(O)c3C(=O)c3c(O[C@@H]4O[C@H](CO)[C@@H](O)[C@H](O)[C@H]4O)cccc31)c1cccc(O[C@@H]3O[C@H](CO)[C@@H](O)[C@H](O)[C@H]3O)c1C2=O,-4.6%,-25.5%,0.0%,-13.9%,16.2%,-23.0%,-7.7%,6.6%,10.2%
COc1nc(N/N=C/c2ccc(C)cc2)nc(N2CCCCC2)n1,-2.7%,15.8%,0.3%,0.3%,1.5%,9.0%,1.8%,3.4%,2.5%
O=C(CSc1nnnn1-c1ccccc1)N1CCN(C(=O)c2ccco2)CC1,-7.7%,5.8%,-3.8%,-16.5%,-24.2%,3.9%,-11.3%,-8.3%,-10.8%
c1ccc2cc(CNCc3cccc4ccccc34)ccc2c1,-4.6%,23.1µM*,-12.4%,-26.3%,?,?,-9.4%,-11.8%,-3.6%
COc1ccc(N2CCN(C(=O)CCc3c[nH]c4ccccc34)CC2)cc1,6.9%,5.2%,0.6%,?,?,-1.2%,-1.2%,8.7%,-27.9%
O=C(Nc1nc2nc(-c3ccccc3)cc(=O)n2[nH]1)c1ccc(F)cc1,nt,nt,0.3%,0.0%,1.6%,nt,8.6%,nt,9.1%
C=CCn1c(N)c(C(=O)Nc2ccc(C)c(C)c2)c2nc3ccccc3nc21,-8.9%,-18.5%,-0.5%,16.8%,2.1%,-11.6%,-16.8%,27.3%,0.0%
COc1ccc(NC(=O)c2cc(C3CCCCN3S(=O)(=O)Cc3ccccc3)on2)cn1 (stereo not drawn),-0.2%,-4.7%,0.0%,12.3%,-14.3%,5.5%,-2.1%,nt,1.7%
Cc1ccc(S(=O)(=O)/N=C2/NC(=O)/C(=C/c3ccccc3)S2)cc1,4.4%,?,0.0%,-12.3%,?,?,-16.5%,3.6%,0.0%
c1cc(-c2cn(C[C@H]3CC[C@@H]([C@@H]4CC[C@H](Cn5cc(-c6ccsc6)nn5)O4)O3)nn2)cs1,-3.0%,-2.5%,-4.9%,1.2%,8.9%,15.9%,0.2%,?,0.0%
O=C(Nc1ncccn1)c1cccs1,-8.3%,-0.4%,16.4%,-1.4%,3.8%,1.4%,-1.5%,-17.3%,15.0%
CSc1ncccc1C(=O)OCc1nc2ccsc2c(=O)[nH]1,1.7%,8.1%,-4.9%,?,6.9%,1.7%,13.1%,1.3%,3.7%
Cc1cc2c3ccccc3[nH]c(=O)n2n1,-4.8%,8.0%,?,7.0%,23.2%,15.6%,4.0%,nt,15.2%
COc1ccc(/C=C2\Sc3ccc(C(=O)N4CCN(Cc5ccccc5)CC4)cc3N(C)C2=O)cc1OC,6.8%,-23.7%,-8.2%,-9.8%,?,?,5.8%,?,1.1%

Source: PubChem (National Center for Advancing Translational Sciences (NCATS))
